Screens: PubChem BioAssay, several laboratories
SUMO1-SIM PPI: modulators of SUMO1 protein-protein interactions, primary screen, biochemical, uHTS; Small ubiquitin-related modifier 1 (Homo sapiens), P63165; inhibition, % at 20 µM; hit rate 0.33% among 360,000; SUMO1 binding to a labelled peptide, TR-FRET, 1 h; in the data active means inhibition above about 37%
Target sequence (P63165 whole entry, looked up): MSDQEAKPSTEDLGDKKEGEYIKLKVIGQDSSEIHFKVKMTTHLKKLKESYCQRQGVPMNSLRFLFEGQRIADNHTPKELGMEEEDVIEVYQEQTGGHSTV
Scp1 inh: Scp-1 phosphatase inhibitors, primary screen, biochemical, colorimetric, uHTS | Carboxy-terminal domain RNA polymerase II polypeptide A small phosphatase 1 (Homo … | Recombinant Scp1, phosphopeptide, malachite green phosphate absorbance | inhibition, % at 20 µM | hit rate 0.88% among 340,000 | AID 493091, 2011;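 active means inhibition above about 50% at 20 µM, limit read from the data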;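 further: plate controls were DMSO wells with enzyme for no effect and wells lacking enzyme for full effect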
Target sequence (Q9GZU7 76-261 limits assumed): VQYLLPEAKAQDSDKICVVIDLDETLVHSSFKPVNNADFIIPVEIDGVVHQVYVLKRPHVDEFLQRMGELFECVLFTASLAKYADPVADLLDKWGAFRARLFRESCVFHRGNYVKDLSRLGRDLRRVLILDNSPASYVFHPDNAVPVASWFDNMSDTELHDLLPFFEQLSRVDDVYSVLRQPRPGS
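Assay system: SCP-1 catalytic fragment, aa 76-261 | Buffer or medium: Tris acetate buffer pH 5.5 with MgCl2 and Tween-20 | Compound: One concentration, 20 µM, with 1.0% DMSO | Also added: Phospho 17-mer peptide substrate | Signal: Absorbance at 630 nm | Incubation: 45 min enzyme reaction at room temperature | Measure: % inhibition of SCP-1 phosphate liberation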
SKN-1 inh: suppressors of acrylamide-induced Pgst-4::GFP reporter in worms, primary screen, SKN-1 inhibitor project, whole organism, uHTS, GFP/RFP fluorescence ratio, strain VP596 | hit rate 0.49% among 360,000 | C. elegans VP596 Pgst-4::GFP/RFP ratio, 24 h | inhibition, % at 21.8 µM;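 active means interference check ratio from 0.5 to 1.5 plus GFP to RFP signal ratio inhibition reaching or exceeding a fixed threshold, cut at about 30% in these data, passing the limit was not always enough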; further: some compounds called inactive have numbers as strong as hits
Neddylation inh: inhibitors of cullin neddylation, primary screen, biochemical, TR-FRET, uHTS, NAE and Ubc12; calls only at 25 µM; hit rate 0.58% among 360,000; AID 651699, 2012; NEDD8-conjugating enzyme Ubc12 (Homo sapiens) + NEDD8-activating enzyme E1 regulatory …; in the data active means inhibition above about 36%
Target sequence (P61081 whole entry, looked up): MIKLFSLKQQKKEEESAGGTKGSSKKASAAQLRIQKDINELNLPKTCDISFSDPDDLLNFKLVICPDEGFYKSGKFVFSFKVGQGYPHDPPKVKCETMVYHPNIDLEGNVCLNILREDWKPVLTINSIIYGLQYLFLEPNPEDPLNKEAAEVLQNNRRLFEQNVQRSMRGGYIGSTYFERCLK
Target sequence (Q13564 whole entry, looked up): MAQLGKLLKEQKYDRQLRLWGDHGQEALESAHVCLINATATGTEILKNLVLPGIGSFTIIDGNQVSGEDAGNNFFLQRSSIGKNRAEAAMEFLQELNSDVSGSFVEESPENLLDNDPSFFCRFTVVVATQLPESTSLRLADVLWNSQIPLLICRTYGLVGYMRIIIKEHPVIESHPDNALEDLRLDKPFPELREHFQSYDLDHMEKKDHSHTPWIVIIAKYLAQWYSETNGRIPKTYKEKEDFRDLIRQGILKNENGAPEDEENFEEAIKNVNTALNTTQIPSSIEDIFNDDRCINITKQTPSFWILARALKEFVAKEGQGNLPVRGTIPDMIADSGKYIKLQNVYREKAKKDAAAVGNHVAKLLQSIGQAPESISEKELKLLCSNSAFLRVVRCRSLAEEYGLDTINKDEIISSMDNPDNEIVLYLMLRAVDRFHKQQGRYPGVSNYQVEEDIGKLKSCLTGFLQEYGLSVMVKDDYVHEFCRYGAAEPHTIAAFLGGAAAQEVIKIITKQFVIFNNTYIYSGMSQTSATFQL
LMPTP block: LMPTP phosphatase inhibitors, primary screen, biochemical, fluorescence intensity, uHTS | hit rate 0.22% among 360,000 | Low molecular weight phosphotyrosine protein phosphatase (Homo sapiens), P24666 | AID 651560, 2012 | inhibition, % at 20 µM | recombinant LMPTP-A, OMFP fluorogenic substrate;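 active means compounds that cut the enzyme signal by at least half of the control window in the single-dose screen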;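 further: plate controls were DMSO wells with enzyme plus substrate for no effect and substrate without enzyme for full effect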
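Test system: LMPTP-A phosphatase enzyme; input: 0.625 nM LMPTP-A final; reagent: OMFP substrate, 400 µM final; compound dosing: 20 µM single dose, 3% DMSO; incubation: 50 min dark incubation at room temperature; measured by: endpoint fluorescence intensity from OMFP dephosphorylation; measure: % inhibition relative to no-enzyme and uninhibited control wells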
NadD block: inhibitors of S. aureus NadD, primary screen, biochemical, colorimetric, uHTS; Nicotinate-nucleotide adenylyltransferase NadD (Staphylococcus aureus N315); inhibition, % at 20 µM; purified NadD enzyme, colorimetric absorbance read-out; hit rate 0.78% among 360,000; AID 602399, 2012; in the data active means inhibition above about 26%; further: some compounds past the cut are filed as inactive
DNMT1 inh: human DNMT1 methyltransferase inhibitors, primary screen, biochemical, molecular beacon, fluorescence, HinP1I cleavage, uHTS. DNA (cytosine-5)-methyltransferase 1 (Homo sapiens), P26358. inhibition (reported as % activation of signal), % at 10 µM. hit rate 0.83% among 360,000. AID 588458, 2011; in the data active means inhibition above about 50%
STEP inh: STEP phosphatase inhibitors, primary screen, biochemical, fluorescence intensity, uHTS; recombinant STEP, OMFP fluorogenic substrate; hit rate 0.25% among 360,000; inhibition, % at 20 µM;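 active means inhibition at 20 µM, scaled per plate between control wells, above about 37%, limit read from the data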;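 further: 0% = DMSO with enzyme and substrate and 100% = substrate only without enzyme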
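Material: STEP (striatal-enriched tyrosine phosphatase) enzyme, cell-free | Medium: 50 mM Bis-Tris pH 6.0 with 2.5 mM DTT and 0.005% Tween 20 | Read-out: Percent inhibition scaled to no-enzyme and uninhibited-enzyme controls, plate-pattern corrected | Signal: Fluorescence read at 480 nm ex / 540 nm em | Times: 20 min reaction, room temperature, in the dark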
CendR NRP1 mod: modulators of CendR peptide binding to NRP-1, primary screen, biochemical, fluorescence polarization, uHTS | FAM-RPARPAR peptide binding to NRP-1 | Neuropilin-1 (Homo sapiens), O14786 | hit rate 0.85% among 360,000 | inhibition, % at 25 µM;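 active means inhibition or corrected inhibition above about 18%, plus a signal ratio from 0.5 to 1.5, limit read from the data, passing the limit was not always enough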; further: strong numbers were not always called active
TbMetRS inhib: T. brucei MetRS inhibitors, primary screen, biochemical, luminescence. inhibition, % at 11.9 µM. methionyl-tRNA synthetase (Trypanosoma brucei brucei). purified T. brucei MetRS, ATP depletion, Kinase-Glo luminescence. hit rate 0.4% among 360,000. AID 624268, 2012;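 active means inhibition above a per-plate cutoff of the control wells' mean inhibition plus 3 SD, cut at about 5.5% in these data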;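 further: 0% = DMSO wells median and 100% = median of wells with control inhibitor compound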
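Assay system: T. brucei methionyl-tRNA synthetase, purified | Medium: HEPES buffer with MgCl2, KCl, DTT, spermine, BSA, pyrophosphatase | Compound: 11.9 µM single point | Incubation: 15 min enzyme-compound preincubation, 2 h reaction, 10 min detection, 25 °C | Measured by: Kinase-Glo luciferase luminescence reporting remaining unconsumed ATP | Measure: % inhibition normalized to control-well medians | Replication: Singlicate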
The depositor's hits bear a star; i = inactive; x = not tested or not shown.

nr	Molecule	SUMO1-SIM PPI	Scp1 inh	SKN-1 inh	Neddylation inh	LMPTP block	NadD block	DNMT1 inh	STEP inh	CendR NRP1 mod	TbMetRS inhib
1	O=C(c1cc2ccccc2[nH]1)N(Cc1cccnc1)CC1CCCN(C2CCCCC2)C1 (stereo unspecified)	1	-1	7	i	0.2	2	-2	-4	0	0.1
2	CCC1=C(OC(=O)N(CC)CC)N2C(=O)OC(=NCCc3c[nH]c4ccccc34)[C@]2(Cc2ccccc2)[C@H]2C1=CC[C@H]1C(=O)N(C)C(=O)[C@H]12	1	-1	-5	i	2.0	8	-24	2	16	-0.5
3	COc1ccc(Cl)cc1NC(=O)C(C)OC(=O)C1=NNC(=O)CC1 (stereo unspecified)	2	-1	3	i	-0.4	-3	0	1	-2	-0.5
4	O=C(O)c1nn(CCOc2cccc(Br)c2)c(=O)c2ccccc12	-3	-13	-16	i	-0.7	-3	-1	0	8	-0.4
5	CCCCCCCC1(C)NC(=O)N(c2ccccc2)N1 (stereo unspecified)	3	29	10	i	0.2	8	4	-3	-5	-0.8
6	Cn1c(SCc2ccccn2)nc2c1c(=O)[nH]c(=O)n2C	2	-11	-6	i	-0.1	-6	-1	0	7	1.0
7	C/C(=N\NC(=S)Nc1ccccc1C)c1cc2ccccc2o1	-10	-16	15	i	3.6	-3	-10	1	0	-0.5
8	CCC(C)(C)c1nnc(NC(=O)CCC2CCCCC2)s1	1	-5	36*	i	-1.5	3	0	-1	5	-0.3
9	CCC1CN(C(=O)N2CCC(C(=O)NCCc3ccc(OC)c(OC)c3)CC2)c2ccccc2O1 (stereo unspecified)	-1	8	7	i	-0.2	0	2	-1	-2	0.5
10	CCC1C(=O)Nc2ccccc2N1C(=O)COc1ccccc1 (stereo unspecified)	3	-2	-11	i	-1.7	-1	1	2	26*	-0.2
11	O=P(OC1CCCCC1)(OC1CCCCC1)C(O)c1ccccc1 (stereo unspecified)	2	-13	-6	i	1.3	-5	-1	-1	-5	-0.2
12	O=C(c1ccc(-n2cncn2)c([N+](=O)[O-])c1)N1CCN(S(=O)(=O)c2ccc(Cl)cc2)CC1	-32	-5	19	i	-0.7	4	0	1	20	2.9
13	Cc1ccc(CNC(=O)CN(C(=O)N2CCN(C)CC2)S(=O)(=O)c2ccc(C)cc2)cc1	1	-1	7	i	-0.9	0	2	2	11	-0.2
14	Clc1cc(Sc2ccc(Br)cc2)nnc1-c1ccccc1	-5	-4	13	i	2.0	2	1	8	4	0.3
15	Nc1nc(SCC(=O)c2cc(F)ccc2F)n[nH]1	-1	-1	6	i	-1.0	0	-3	-2	8	-0.6
16	CCCC(=O)OC(C(=O)Nc1cc(C(F)(F)F)ccc1Cl)c1ccccc1 (stereo unspecified)	-4	-11	2	i	2.5	-5	1	-2	7	-0.6
17	CCOC(=O)c1sc2nc(C3CC3)cc(-c3ccc(OC)cc3)c2c1N	3	-2	-11	x	0.3	2	-4	-1	9	0.4
18	O=C(CSc1ccccc1C(=O)NCc1ccccc1)NC12CC3CC(CC(C3)C1)C2	0	-4	-6	i	0.9	-8	2	-1	4	-0.5
19	COC(=O)c1cccc(N2C(=O)C(Cl)=C(N3CCOCC3)C2=O)c1	2	-5	9	i	-0.6	3	0	2	-9	-0.5
20	CCn1c(SCC(N)=O)nnc1-c1ccco1	2	-5	-3	i	1.6	-3	3	-11	-5	-2.0

(continued)
nr	Molecule	SUMO1-SIM PPI	Scp1 inh	SKN-1 inh	Neddylation inh	LMPTP block	NadD block	DNMT1 inh	STEP inh	CendR NRP1 mod	TbMetRS inhib
21	Cc1cc(C(=O)Nn2cnnc2)cs1	0	12	7	i	-0.7	7	2	2	5	0.4
22	COc1ccc(C(=O)Nc2cccc(-c3ccc(N4CCOCC4)nn3)c2)cc1	-13	-4	2	i	1.0	3	-6	-3	4	-0.4
23	COc1ccc(S(=O)(=O)N2CCC(C)CC2)cc1N(C)S(=O)(=O)c1ccccc1	1	-17	2	i	1.8	-9	-1	2	10	1.0
24	O=C(CN1C(=O)NC2(CCOc3ccccc32)C1=O)NCc1ccc(F)cc1 (stereo unspecified)	1	-2	-3	i	-0.8	-2	4	-4	0	-0.3
25	CCOC(=O)c1ccc(NC(=O)CC2C(=O)N(c3ccc(F)cc3)C(=O)N2CCC(C)C)cc1 (stereo unspecified)	-2	-9	3	i	1.6	-4	-7	0	0	-0.3
26	C=CCn1c(SCc2ccc3c(c2)OCO3)nc2scc(-c3ccco3)c2c1=O	25	-9	-24	i	6.7	24	103*	3	-78	-0.6
27	O=C(O)c1ccc(N=Nc2c(O)[nH]c3cc(Cl)ccc23)cc1	-8	56*	2	i	4.8	0	2	9	-64	-0.6
28	S=C(NC1CCCCC1)NN(c1ccccc1)c1ccccc1	3	0	-3	i	2.4	0	4	0	-3	-0.1
29	COc1ccc(S(=O)(=O)Nc2cc(C)nn2-c2ccccc2)cc1	-1	-9	6	i	-0.6	-2	-1	-4	0	-0.6
30	N/C(=N\OC(=O)C1CCCCC1)c1cccc(Br)c1	-6	-6	-5	i	3.8	-6	1	0	15	-0.5
31	CCC(=O)Nc1ccc(S(=O)(=O)N2CCc3ccccc32)cc1	4	-11	-7	i	0.3	5	-5	0	0	-1.4
32	COc1cc(/C=N/Nc2ccccn2)cc(OC)c1O	-5	5	-1	i	1.3	4	6	0	0	0.0
33	CCOC(=O)CCNC(=O)N1CCCC(Cc2ccccc2)(C(=O)OCC)C1 (stereo unspecified)	-2	1	-12	i	-2.4	3	9	-1	-11	-1.1
34	c1ccc(-n2c(SCc3nc(-c4cccs4)no3)nnc2-c2ccco2)cc1	-5	-1	-3	i	0.4	-1	-1	0	0	-0.2
35	CN1C2Cc3c(n(C)c4ccccc34)C1CC=C2CO (stereo unspecified)	4	-2	-6	i	-1.1	-4	9	1	22	-0.1
36	CC(NC(=O)CCNC(=O)c1ccc(Br)cc1)c1ccc(-n2ccnc2)cc1 (stereo unspecified)	0	-2	-16	i	-0.1	1	3	-1	11	-0.4
37	CN(Nc1cccc(Cl)c1)c1cccc(Cl)c1	3	14	-5	i	1.0	5	3	-3	-9	-0.4
38	O=C(CSc1nnc2c(Cl)cc(Cl)cn12)N1CCOCC1	-8	1	17	i	0.0	4	5	0	13	-0.3
39	Cc1ccc(NC(=O)/C(C#N)=C/c2cn(CC(=O)NCc3ccco3)c3ccccc23)cc1C	3	-5	1	x	0.7	12	49	3	-72	0.1
40	CC1CN(CCOc2ccc(Cl)c(Cl)c2)CC(C)O1 (stereo unspecified)	8	-3	9	i	-0.8	-4	-1	5	6	0.1

Further records
nr	Molecule	SUMO1-SIM PPI	Scp1 inh	SKN-1 inh	Neddylation inh	LMPTP block	NadD block	DNMT1 inh	STEP inh	CendR NRP1 mod	TbMetRS inhib
41	COc1ccc(OC(C)C(=O)Nc2ccccc2C(F)(F)F)cc1 (stereo unspecified)	-1	-10	5	i	-0.1	-6	0	0	-3	0.2
42	CCCc1nc(SCc2cccnc2)c2c(=O)n(C)c(=O)n(C)c2n1	11	-8	-1	i	4.9	-4	4	0	-2	0.3
43	COC(=O)Cc1c(O)ccn(CCc2ccc(S(N)(=O)=O)cc2)c1=O	1	5	10	i	-0.1	-4	3	0	-3	0.3
44	CCCCn1nc(C(=O)N(CC(C)C)c2c(N)n(CCCC)c(=O)[nH]c2=O)c2ccccc2c1=O	2	-7	18	i	-0.5	-1	0	0	-11	-0.1
45	COc1ccc2nc(NC(=O)CSc3nnnn3C3CCCCC3)sc2c1	1	-8	12	i	3.6	1	-2	-4	-14	0.6
46	CC(C)(Oc1ccc(Cl)cc1)C(=O)Nc1ccncc1	2	1	-8	i	-0.5	-2	-1	0	-6	0.2
47	COCCNc1nc(N2CCCCC2)c2cnn(C)c2n1	4	-9	-1	i	-0.2	-1	0	-3	-2	0.0
48	COc1cccc(Nc2ccccc2C(=O)O)c1	7	-1	6	i	-0.9	-2	1	1	7	-1.5
49	CC(=O)Nc1ccc(S(=O)(=O)NCCS(=O)(=O)N2CCN(c3ccccc3F)CC2)cc1	1	-9	1	i	-0.6	-9	-1	-4	-2	0.4
50	O=C1CC2(CCN(C(=O)COc3ccccc3F)CC2)Oc2ccccc21	4	-3	-7	i	-1.2	-3	0	-1	-7	-0.6

Compound profiles, from the list above.
Shown for O=C1CC2(CCN(C(=O)COc3ccccc3F)CC2)Oc2ccccc21 → SUMO1-SIM PPI = 4; Scp1 inh = -3; SKN-1 inh = -7; Neddylation inh = i; LMPTP block = -1.2; NadD block = -3; DNMT1 inh = 0; STEP inh = -1; CendR NRP1 mod = -7; TbMetRS inhib = -0.6
Shown for O=C(c1cc2ccccc2[nH]1)N(Cc1cccnc1)CC1CCCN(C2CCCCC2)C1 (stereo unspecified) → SUMO1-SIM PPI = 1; Scp1 inh = -1; SKN-1 inh = 7; Neddylation inh = i; LMPTP block = 0.2; NadD block = 2; DNMT1 inh = -2; STEP inh = -4; CendR NRP1 mod = 0; TbMetRS inhib = 0.1
